High-throughput results from PubChem BioAssay.
Nrf2 inh: Nrf2 qHTS screen for inhibitors; Potency, µM (titrated, usually from 46 µM), for the others: at the highest dose activity change, negative = inhibition, usual class: inhibitors; hit rate 2.1% among 360,000; A549 ARE-Fluc reporter, luciferase luminescence, 18-24 h; further: potency means the concentration at half of the fitted maximal effect; on the % scale 0 is the no-effect control and ±100 the full control effect; nearly all actives have a fitted effect of over 60% in size
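In this cell-based qHTS, ARE-driven firefly luciferase in A549 cells reports Nrf2 activity; the luminescent signal after BugLite lysis is the measured value, with a prior CellTiter-Fluor read for cell health.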
A549 tox: Nrf2 qHTS screen for inhibitors: counterscreen for cytotoxicity; A549 ARE-Fluc cells, CellTiter-Fluor viability, 18-24 h; Potency, µM (titrated, usually from 46 µM), for the others: at the highest dose activity change, negative = cytotoxicity, most hits filed as inhibitors; hit rate 0.16% among 390,000; further: potency means the concentration at half of the fitted maximal effect; on the % scale 0 is the no-effect control and ±100 the full control effect
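A549 ARE-Fluc cells in 5% FBS OPTI-MEM, 5000 cells/well, rested 2 h then exposed to compounds in concentration-response for 18-24 h at 37 °C. Viability by CellTiter-Fluor fluorescence (Ex 405/Em 525) after 30 min; luciferase luminescence (BugLite, 15 min, RT) read afterwards.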
ATXN2 expr inh: Primary qHTS for Inhibitors of ATXN expression; Potency, µM (highest dose often 57 µM), inactives show at the top dose activity change, negative = inhibition, actives largely listed as inhibitors; hit rate 0.72% among 360,000; HEK-293 ATXN2-luciferase reporter, luminescence, 24 h; further: potency means the concentration at half of the fitted maximal effect; on the % scale 0 is the no-effect control and ±100 the full control effect; nearly all actives have a fitted effect of over 55% in size
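qHTS (up to 57 uM final) was run with 24 h compound exposure of reporter cells at 37 °C. Each well was multiplexed: SteadyGlo luminescence measured ATXN2-luciferase expression after a fluorogenic Gly-Phe-AFC viability readout (25 uM final).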
MCF10A rereplic: A quantitative high throughput screen for small molecules that induce DNA re-replication in MCF 10a normal breast cells; Potency, µM (doses to about 46.1 µM), without a hit: at the top dose activity, positive = re-replication, usual class: activators; hit rate 2.9% among 350,000; MCF 10A DNA re-replication, Hoechst nuclear intensity, 48 h; further: potency means the concentration at half of the fitted maximal effect; % of control where 0% means no effect; nearly all actives have a fitted effect of over 50% in size
HepG2 tox: qHTS for Inhibitors of TGF-b: Cytotox Counterscreen. HepG2 CAGA-GFP viability, ATP luminescence, 18 h. Potency, µM (series often up to 46.1 µM), inactives show at the top dose activity change, negative = cytotoxicity, usual class: cytotoxic. hit rate 0.76% among 410,000; further: potency means the concentration at half of the fitted maximal effect; some results filed as inactive show a strong effect at the top dose
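CellTiter-Glo luminescence gave cytotoxicity after 18 hours at 37 degrees C. The cells were HepG2 CAGA-GFP in 1% FBS DMEM, stimulated with 500 pg/mL TGF-beta after compound addition. %Activity was normalised to no-cell wells (complete cell-killing) and DMSO (no toxicity), and curves were fitted and classified.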
S2 tox: Viability Counterscreen for Primary qHTS for Inhibitors of ATXN expression; AID 651635, 2014; Potency, µM (titrated, usually from 56.7 µM), actives largely listed as cytotoxic; hit rate 0.49% among 400,000; S2 cells (HEK-293 line with an ATXN2-luciferase reporter) viability, CellTiter-Fluor protease fluorescence, 24 h; further: potency means the concentration at half of the fitted maximal effect; nearly all actives have a fitted effect of over 40% in size
TGFb inhibitor: qHTS for Inhibitors of TGF-b; HepG2 CAGA-GFP TGF-b/SMAD3 reporter, GFP fluorescence, 18 h; TGF-beta stimulated, 500 pg/mL final; Potency, µM (doses to about 46.1 µM), for inactives: top-dose activity, negative = inhibition, usual class: inhibitors; hit rate 1.2% among 410,000; further: potency means the concentration at half of the fitted maximal effect; on the % scale 0 is the no-effect control and ±100 the full control effect; nearly all actives have a fitted effect of over 65% in size
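Using HEPG2 CAGA-GFP reporter cells at 1000 cells/well, we pinned test compounds, stimulated with recombinant TGF-beta (500 pg/mL final) and measured total well GFP after 18 h.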
IL1B secr inh: qHTS for Inhibitors of Inflammasome Signaling: IL-1-beta AlphaLISA Primary Screen | activity change, % at 57.5 µM | THP-1 LPS/ATP IL-1B secretion, AlphaLISA, 16 h; active compounds read low | AID 743279, 2014 | hit rate 4.7% among 360,000; in the data active means activity change below about -50%; inconclusive means mostly about -30% to -49%; further: on the % scale 0 is the no-effect control and ±100 the full control effect
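THP-1 cells pretreated 1 hr with compounds (up to 57.5 uM final), then stimulated with LPS (250 ng/mL final) plus ATP (1.25 mM final); secreted IL-1B measured by AlphaLISA after 16 hr, decreased signal indicating inhibition.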
Nrf2 activator: qHTS of Nrf2 Activators | AREc32 ARE-luciferase reporter (MCF7-derived line), luminescence, 24 h | Potency, µM (titrated, usually from 46.1 µM), inactives show top-dose activation, most hits filed as activators | hit rate 0.31% among 410,000 | AID 624171, 2012; further: potency means the concentration at half of the fitted maximal effect; % of control where 0% means no effect; nearly all actives have a fitted effect of over 65% in size
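AREc32 cells carrying an ARE-driven firefly luciferase reporter were seeded at 1000 cells/well in OPTI-MEM with 5% FBS, then exposed to compound for 24 hr at 37 deg C. Luminescence was read with Steady-Glo after 30 min at RT.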
* hit, by the source's call; i = inactive; u = inconclusive; x = no result given; [ ] = another dose, or the depositor's remark. Unless noted, the call rests on the fitted dose curve; in most records, active means well fitted curve in the direction sought with a large enough effect; inconclusive means small, poorly fitted or top-dose-only effect, or another doubt; inactive means no such curve, though single readings can be large; an effect the other way counts as inactive or inconclusive.

A first look (five entries):
nr	canonical_smiles	Nrf2 inh	A549 tox	ATXN2 expr inh	MCF10A rereplic	HepG2 tox	S2 tox	TGFb inhibitor	IL1B secr inh	Nrf2 activator
1	CCN(CC)c1nc2ccccc2n(Cc2cccc(OC)c2)c1=O	-23%	-1%	4%	1%	2%	i	-3%	-1	0.4%
2	CCc1ccc(NC(=O)Nc2ccc3c(c2)N(C)C(=O)CS3)cc1	16µM*	-11%	u	0%	-29%	u	u	u	-1.6%
3	CC(=O)Nc1ccc(NS(=O)(=O)c2ccc(-c3csc(C)n3)s2)cc1	21%	-12%	10%	0%	0%	i	15%	26	-0.5%
4	CCc1cc(=O)oc2cc(OCC(=O)NCCCn3ccnc3)c(Cl)cc12	-9%	-2%	2%	15%	0%	i	4%	u	-1.0%
5	CC1CC(C)CN(C(CCc2ccccc2)C(=O)NC2CCCCC2)C1 (stereo not given)	x	x	12%	x	-6%	i	-24%	7	-0.5%

The listing, repeating the preview:
nr	canonical_smiles	Nrf2 inh	A549 tox	ATXN2 expr inh	MCF10A rereplic	HepG2 tox	S2 tox	TGFb inhibitor	IL1B secr inh	Nrf2 activator
1	CCN(CC)c1nc2ccccc2n(Cc2cccc(OC)c2)c1=O	-23%	-1%	4%	1%	2%	i	-3%	-1	0.4%
2	CCc1ccc(NC(=O)Nc2ccc3c(c2)N(C)C(=O)CS3)cc1	16µM*	-11%	u	0%	-29%	u	u	u	-1.6%
3	CC(=O)Nc1ccc(NS(=O)(=O)c2ccc(-c3csc(C)n3)s2)cc1	21%	-12%	10%	0%	0%	i	15%	26	-0.5%
4	CCc1cc(=O)oc2cc(OCC(=O)NCCCn3ccnc3)c(Cl)cc12	-9%	-2%	2%	15%	0%	i	4%	u	-1.0%
5	CC1CC(C)CN(C(CCc2ccccc2)C(=O)NC2CCCCC2)C1 (stereo not given)	x	x	12%	x	-6%	i	-24%	7	-0.5%
6	CCN(CC)S(=O)(=O)c1cccc(C(=O)Nc2sc3c(c2C#N)CCC(C)C3)c1 (stereo not given)	-29%	-1%	9%	x	-13%	i	-19%	x	-1.4%
7	C=CCNc1oc(-c2ccc(OCC)cc2)nc1C#N	-30%	0%[1.84 µM]	7%	-2%	-23%	i	1%	-3	3.5%
8	CCc1nn(CC(=O)N2CCN(c3cccc(OC)c3)CC2)c(=O)c2cc3occc3n12	14%	10%	-2%	x	2%	i	0%	x	0.2%
9	COc1ccc(CCNC(=O)CCCn2nc(C)c3sc4ccccc4c3c2=O)c(OC)c1	-8%	-14%	x	x	0%	x	14%	x	-1.1%
10	C=CCNC(=O)CCCOc1cc(C)ccc1C	x	0%	1%	4%	-14%	i	-24%	-2	-0.1%
11	Nc1nc2ccc(Cl)cc2cc1C(=O)NC1CC1	x	x	9%	x	x	i	x	20	4.4%
12	COc1ccc(/C=C/C(=O)Nc2ccc3nc4n(c(=O)c3c2)CCCC4)cc1OC	-5%	4%	0%	3%	-2%	i	9%	3	-0.4%
13	COC(=O)C1=CN(c2ccc(F)cc2)C=C(C(=O)OC)C1c1cccc(Br)c1	18%	8%	-22%	15µM*	6%	i	-1%	u	0.2%
14	Cn1nccc1C(=O)NCCN1C(=O)OC(C)(C)C1(C)O (stereo not given)	u	-2%	-13%	1%	8%	i	2%	2	0.4%
15	CCOc1ccccc1N1CC(C(=O)N(CC)C2CCS(=O)(=O)C2)CC1=O (stereo not given)	4%	-7%	7%	-3%	8%	i	3%	0	-0.2%
16	COCC(C)NC(=O)/C=C/c1ccc(OC)cc1 (stereo not given)	7%	-4%	x	-9%	16%	i	9%	4	4.9%
17	CCCNC(=O)c1ccccc1NC(=O)c1ccccc1N(C)S(=O)(=O)c1ccc(C)cc1	u	u	-18%	u	-21%	u	0%	-16	-0.4%
18	COc1ccc(-c2nn(-c3ccccc3)cc2CNC(C)Cn2cncn2)c(F)c1 (stereo not given)	1%	0%	-6%	-2%	0%	i	6%	17	-0.5%
19	CCCS(=O)(=O)NC(=O)C1(C)CCN(C(=O)Cc2ccc3ccccc3c2)C1 (stereo not given)	x	x	1%	x	-12%	i	9%	-8	0.3%
20	COc1ccc(/C=N\NC(=O)c2cc(O)c(O)c(O)c2)cc1COc1ccc(C(=O)OCC(C)C)cc1	15%	1%	x	41%	-102%	u	u	58	1.2%

Structural class: the entries above with a thiophene ring, fused or not (3)
nr	canonical_smiles	Nrf2 inh	A549 tox	ATXN2 expr inh	MCF10A rereplic	HepG2 tox	S2 tox	TGFb inhibitor	IL1B secr inh	Nrf2 activator
3	CC(=O)Nc1ccc(NS(=O)(=O)c2ccc(-c3csc(C)n3)s2)cc1	21%	-12%	10%	0%	0%	i	15%	26	-0.5%
6	CCN(CC)S(=O)(=O)c1cccc(C(=O)Nc2sc3c(c2C#N)CCC(C)C3)c1 (stereo not given)	-29%	-1%	9%	x	-13%	i	-19%	x	-1.4%
9	COc1ccc(CCNC(=O)CCCn2nc(C)c3sc4ccccc4c3c2=O)c(OC)c1	-8%	-14%	x	x	0%	x	14%	x	-1.1%

(cont.)
nr	canonical_smiles	Nrf2 inh	A549 tox	ATXN2 expr inh	MCF10A rereplic	HepG2 tox	S2 tox	TGFb inhibitor	IL1B secr inh	Nrf2 activator
21	Cc1ccc(-n2nc(C)c3c(C)c(CCC(=O)NCc4cccc(Cl)c4)c(C)nc32)cc1C	-10%	1%	-2%	x	2%	i	0%	x	-0.5%
22	CS/C(=C/[N+](=O)[O-])Nc1cccc2c1C(C)CC2(C)C (stereo not given)	-13%	-3%	4%	u	2%	i	u	0	11%
23	COCCNC(=O)C1(C)CCCN(CC(=O)c2ccc(OC)cc2)C1 (stereo not given)	x	x	7%	x	-8%	i	1%	2	-0.9%
24	Nc1nnnn1-c1cccc([N+](=O)[O-])c1	-4%	2%	-1%	6%	-5%	i	0%	15	0.1%
25	N#C/C(=C(/O)CSc1nnc(Cc2cccs2)n1C1CCCCC1)c1nc2ccccc2[nH]1	-8%	-6%	2%	u	-20%	i	1%	32	15%
26	Cc1ccc(OCC(=O)O)c(O)c1	7%	1%	4%	-2%	13%	i	-1%	22	-0.5%
27	COc1cc(CC(=O)N(CC(C)C)C2CCS(=O)(=O)C2)cc(OC)c1OC (stereo not given)	-2%	-1%	-3%	-9%	2%	i	3%	-1	-1.3%
28	COc1ccc(NCc2nnc(SCC(=O)c3ccc(C)cc3)o2)cc1	17%	-2%	8%	10%	-35%	i	3%	-2	6.1%
29	O=C(NNc1nc2ccccc2o1)c1ccccc1	29%	1%	1.6µM*	1%	-25%	i	18%	-14	-1.8%
30	CC(C)CCN1CCN(Cc2cc3ccccc3[nH]2)CC1CCO (stereo not given)	1%	-8%	x	0%	-25%	u	0%	1	3.7%
31	O=S(=O)(Nc1ccc(-n2cnnn2)cc1)c1ccccc1F	-4%	9%	8%	-3%	5%	i	1%	10	-0.6%
32	CCCCn1c(N)c(N(CCOC)C(=O)c2cc(-c3ccc(OC)c(OC)c3)nc3ccccc23)c(=O)[nH]c1=O	-21%	-6%	11%	-4%	3%	u	-13%	-9	-0.4%
33	CCN1C(=O)[C@@H]2[C@@H](c3ccc(-c4ccc(C(C)=O)cc4)cc3)N3CCC[C@@]3(C(=O)OC)[C@@H]2C1=O	-11%	-1%	0%	4%	0%	i	0%	4	0.3%
34	COc1cc(/C=C/C(=O)O)cc(OC)c1OC	-15%	2%	2%	1%	-4%	i	0%	14	0.7%
35	O=C(c1[nH]c2ccccc2c1Sc1ccc(Cl)cc1)N1CCCCC1	-3%	0%	-11%	x	-112%	u	u	x	10%
36	COc1ccc(C2CC(=O)c3c(C)nc(N4CCN(c5ccccc5)CC4)nc3C2)cc1 (stereo not given)	-21%	0%	-12%	7%	-2%	i	-2%	-28	0.2%
37	CC(C)[C@@H](CO)NC(=O)c1ccc2c3n(nc2c1)-c1ccccc1CO3	-20%	1%	-1%	-1%	-67%	i	8%	-9	-1.4%
38	Cc1ccc(S(=O)(=O)N2C[C@@H]3[C@H]4CC[C@H](C4)[C@@H]3[C@@H](C)[C@H]2c2ccco2)cc1	21µM*	15%	-10%	28%	-3%	i	u	45	4.7%
39	Cn1c(=O)n(C)c2cc(N3CCOCC3)c(NC(=O)c3ccccc3Br)cc21	-13%	-14%	-6%	x	-1%	u	-3%	x	7.0%
40	CCOC(=O)C1CCCN(C(=O)c2cc(OC)ccc2Br)CC1 (stereo not given)	x	x	3%	x	-20%	i	0%	21	-1.7%
41	CCN(CC(=O)NC(C)(C)C)C(=O)c1ccc2c(c1)S(=O)(=O)c1ccccc1C2=O	2%	9%	-16%	-5%	-32%	i	-11%	11	-0.6%
42	Cc1cc(NC(=O)c2ccc([N+](=O)[O-])cc2)n(CCC#N)n1	1%	1%	5%	0%	-2%	i	0%	9	0.1%
43	O=C(Nc1c(Cl)cccc1Cl)c1cc(-c2ccc3c(c2)OCO3)on1	u	-2%	48%[activator]	x	-15%	i	22%	x	3.8%
44	COCc1cc(C)nc(SC)c1C#N	-1%	2%	1%	5%	-8%	i	2%	-3	-0.7%
45	COc1cc([C@H](Cc2ccccc2)NC(C)=O)oc(=O)c1	u	-2%	2%	-14%	-15%	i	8%	23	-0.4%
46	COc1ccc(S(=O)(=O)N2CCOC23CCN(C(=O)c2ccccc2OC)CC3)cc1	-1%	-2%	-32%	-1%	4%	u	5%	-16	-0.6%
47	Cc1ccc(N2C(=O)c3ccc(C(=O)NCCN4CCOCC4)cc3C2=O)cc1	-9%	-7%	1%	10%	0%	i	4%	5	-0.7%
48	COc1ccc(/C=N/NC(=O)c2sccc2OCc2ccc(F)cc2)cc1OC	-28%	-2%	8%	-5%	4%	i	-2%	10	0.5%
